# Neddyl block: blocks human cullin neddylation | TR-FRET cullin neddylation, biochemical | calls only at 25 µM | hit rate 0.58% among 360,000 | AID 651699; in the data active = inhibition above about 36%
# eLon inh: inhibitors of E. coli Lon protease; P0A9M0; purified E. coli Lon protease, fluorescence polarization; inhibition, % at 7.94 µM; hit rate 0.42% among 360,000; in the data active = inhibition above about 13%, passing the limit was not always enough;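 note: 0% = enzyme with probe and DMSO and 100% = no enzyme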
# Target sequence (P0A9M0 whole entry, looked up): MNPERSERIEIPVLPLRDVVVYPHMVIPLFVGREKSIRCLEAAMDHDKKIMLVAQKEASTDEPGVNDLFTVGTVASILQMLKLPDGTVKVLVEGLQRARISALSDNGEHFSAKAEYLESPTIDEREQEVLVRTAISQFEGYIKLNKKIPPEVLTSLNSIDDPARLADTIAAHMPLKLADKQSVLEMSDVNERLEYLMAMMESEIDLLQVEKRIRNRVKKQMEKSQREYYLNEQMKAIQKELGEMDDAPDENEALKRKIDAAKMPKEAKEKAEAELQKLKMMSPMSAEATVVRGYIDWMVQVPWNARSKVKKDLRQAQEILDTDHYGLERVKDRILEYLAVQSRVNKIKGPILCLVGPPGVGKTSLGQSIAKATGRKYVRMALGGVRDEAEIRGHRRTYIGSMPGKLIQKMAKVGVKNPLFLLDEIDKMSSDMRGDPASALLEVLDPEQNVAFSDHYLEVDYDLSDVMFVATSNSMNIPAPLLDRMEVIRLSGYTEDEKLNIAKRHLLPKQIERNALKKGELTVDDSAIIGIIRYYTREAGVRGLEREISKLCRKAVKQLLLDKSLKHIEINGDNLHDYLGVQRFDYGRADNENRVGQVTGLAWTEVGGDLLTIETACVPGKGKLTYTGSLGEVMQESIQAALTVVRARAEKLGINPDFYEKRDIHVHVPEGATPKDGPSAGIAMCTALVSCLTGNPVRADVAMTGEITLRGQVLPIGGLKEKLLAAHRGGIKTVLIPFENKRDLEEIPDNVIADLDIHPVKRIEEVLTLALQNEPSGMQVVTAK
# SKN-1 block: blocks SKN-1 activity in C. elegans | inhibition, % at 21.8 µM | C. elegans VP596 Pgst-4::GFP/RFP ratio, acrylamide-induced, 24 h | hit rate 0.49% among 360,000;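 active = interference check ratio from 0.5 to 1.5 plus GFP to RFP signal ratio inhibition reaching or exceeding a fixed threshold, cut at about 30% in these data, passing the limit was not always enough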; note: some compounds called inactive have numbers as strong as hits
# NRP1-CendR mod: modulators of CendR peptide binding to human neuropilin-1 | inhibition, % at 25 µM | AID 602438 | O14786 | hit rate 0.85% among 360,000 | FAM-RPARPAR peptide binding to NRP-1, fluorescence polarization;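 active = inhibition or corrected inhibition above about 18%, plus a signal ratio from 0.5 to 1.5, limit read from the data, passing the limit was not always enough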; note: strong numbers were not always called active
# MsrA inhibitor: inhibits bovine methionine sulfoxide reductase A. purified bovine MsrA, absorbance read-out. hit rate 0.75% among 360,000. AID 651718. inhibition, % at 15.5 µM; in the data active = inhibition above about 4.5%;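 note: 0% = vehicle wells with enzyme and 100% = reference inhibitor wells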
# MT1-MMP act inh: inhibitors of human MT1-MMP activation | GFP/RFP ratio change, % at 20 µM | HT1080 RFP-PRO-GFP cells, GFP/RFP ratio fluorescence, overnight; percent of plate control window, DMSO zero | AID 651647 | P50281 | hit rate 0.061% among 360,000;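 active = GFP/RFP ratio change of at least 30% with cell ATP level not reduced by more than half and red fluorescence within 50% of control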; note: strong numbers were not always called active
#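 Material – HT1080 RFP-PRO-GFP cells · Control set – DMSO wells and RFP-L50D-GFP cells · Incubation – overnight cell settling, then overnight compound exposure, 37 °C, 5% CO2 · Compound dosing – single-point 20 µM compound, 1% DMSO · Read-out – GFP/RFP fluorescence ratio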
# Rin1 Abl inh: blocks binding of human Rin1 to Abl | TR-FRET Rin1/Abl binding, biochemical | inhibition, % at 7.35 µM | hit rate 0.4% among 360,000 | AID 588664; in the data active = inhibition above about 5%, passing the limit was not always enough
# FAS-TE inh: blocks the thioesterase domain of human fatty acid synthase; P49327; recombinant FAS-TE, OMFH fluorogenic substrate, fluorescence endpoint; inhibition, % at 15 µM; hit rate 0.67% among 360,000;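 active = compounds whose normalised, plate-corrected inhibition of enzyme fluorescence in the single-dose primary screen is 50% or more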;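 note: 0% = DMSO with enzyme and 100% = substrate without enzyme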
# bovine MsrA act: activates bovine MsrA enzyme; purified bovine MsrA, absorbance read-out; activation, % at 10.6 µM; hit rate 0.3% among 360,000; AID 602163; in the data active = activation above about 7.5%;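 note: 0% = vehicle and 100% = reference activator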
# Numbers without * were called inactive; i = inactive; nt = not tested or not shown.
# Order of values – Neddyl block, eLon inh, SKN-1 block, NRP1-CendR mod, MsrA inhibitor, MT1-MMP act inh, Rin1 Abl inh, FAS-TE inh, bovine MsrA act
- O=C(COc1cc(Cl)ccc1Cl)Nc1ccc2[nH]c(=O)[nH]c2c1
→ i, -9, -10, 7, -0.5, 1, 1, -8, -4
- O=C1NC(=Nc2ccccc2)CS1
→ i, -4, -8, 6, -1.7, 2, 2, -2, -2
- O=C1c2cccc3cccc(c23)N1Cc1cccc(F)c1
→ nt, 2, 5, 1, 0.4, 1, -3, 18, -2
- CSCCC(=O)N1CCCC(CO)(CCCc2ccccc2)C1 (centres undefined)
→ i, -5, -1, 8, 0.1, 4, 1, 0, -3
- CCCCOC(=O)C1[C@H]2C(=O)N(c3ccccc3CC)C[C@]23C=C[C@H]1O3 (some centres undefined)
→ i, -4, 14, -2, 1.2, 9, 0, -3, 1
- CN(C)S(=O)(=O)c1ccc(C(=O)NCc2ccccn2)cc1
→ i, 1, 0, 8, 0.0, 0, -1, -7, 3
- O=C(Cn1cc2c(n1)CCCC2)NCc1ccccn1
→ i, 10, 12, -6, 0.2, 3, -1, -5, 0
- COc1ccc(CN(CC2CCCO2)S(=O)(=O)c2ccc(-n3cnnn3)c(OC)c2)cc1 (centres undefined)
→ i, -7, -7, -2, 1.1, -2, 5, 9, -5
- O=C(NCc1nc2ccccc2[nH]1)C1=C[C@@H](c2ccccc2)C[C@@H](OCc2ccc(CO)cc2)O1
→ i, 1, 7, 10, 0.4, 1, -2, -2, 0
- Cc1c(O)c2c(=O)n(-c3ccccc3)c(-c3ccccc3)cc2oc1=O
→ i, -1, 0, -4, 0.8, -1, 0, 7, -4
- COc1cccc(/C=N/NC(=O)c2cccc3ccccc23)c1OC
→ i, -2, 12, 18, 1.0, 10, 0, -2, -3
- COc1ccc(CCn2c(=N)c(C(=O)NCC3CCCO3)cc3c(=O)n4cccc(C)c4nc32)cc1OC (centres undefined)
→ i, 2, -5, -16, -1.3, -6, -1, -6, -5
- O=C(/C=C\Nc1ccccn1)c1ccccc1
→ i, 5, 61*, 5, 3.5, -1, -2, -5, -5
- O=C(NCc1ccco1)c1cccc2c1C(=O)N(C1CCCCC1)C2
→ i, 6, 9, 12, -0.8, nt, -5, 2, -3
- NCCSC1CC(=O)N(Cc2ccc(F)cc2)C1=O (centres undefined)
→ i, -2, -8, 2, -0.5, -4, -2, -6, -2
- Cc1cc(=O)oc(C)c1C(=O)NCCN1CCOCC1
→ i, -2, -3, -3, 0.4, 1, -4, -6, -1
- CC1(c2ccccc2)NC(=O)N(CC(=O)Nc2ccccc2C(=O)N2CCCCC2)C1=O (centres undefined)
→ i, -24, 7, 8, 0.0, 1, 1, -4, -1
- COc1ccccc1N1CCN(C(=O)CN(c2cc(C)cc(C)c2)S(C)(=O)=O)CC1
→ i, 0, -5, -2, 1.5, 4, 3, -4, 0
- NC(=O)CC(NC(=O)c1cccc(Br)c1)c1ccc(NC2CCCCCCC2)c([N+](=O)[O-])c1 (centres undefined)
→ i, -6, 3, 8, 1.1, 2, 0, -4, -2
- COc1ccc(C(=O)NC2CCCCCC2)cc1S(=O)(=O)N1CCOCC1
→ i, -2, -4, 16, -0.2, 3, 1, -5, -1
- COc1ccc(N(C(=O)c2ccco2)C(C(=O)NC2CCCCC2)c2ccccc2)cc1 (centres undefined)
→ i, -7, 9, -4, -0.5, -3, -2, 15, 0
- O=C(c1ccccc1)c1ccc(OCC(O)CN2CCOCC2)cc1 (centres undefined)
→ i, -6, 3, 9, 0.6, -4, 1, -8, -4
- CC1CCN(S(=O)(=O)c2ccc(C(=O)N(C)C3CCS(=O)(=O)C3)cc2)CC1 (centres undefined)
→ i, 2, 2, 2, 0.9, 0, 1, -3, -2
- Cc1cccc(NC(=O)/C(=C\c2ccco2)NC(=O)c2ccccc2)c1
→ i, -10, -22, -37, 2.4, -8, 0, -6, 4
- COc1cc(C)nc(N(C)S(=O)(=O)c2ccccc2Cl)n1
→ i, -2, 9, 19, -0.1, -4, 1, 8, 0
- Cc1ccc(CCNC(=O)CN2C(=O)COc3ccccc32)cc1
→ i, -10, 3, 9, -0.7, -1, -3, -4, -4
- Cc1ccccc1N(CC(=O)N/N=C/c1ccc(Cl)cc1)C(=O)c1ccccc1
→ i, 1, 9, 4, 0.2, -1, 0, 16, -9
- Cc1ccc(NC2=C(Cl)C(=O)OC2OC(=O)c2ccccc2)c(C)c1 (centres undefined)
→ i, -4, -1, 4, 1.8, 1, 2, 38, -4
- CCN(CC)S(=O)(=O)c1ccc2oc(C(=O)Nc3ccc(OC)cc3OC)c(C)c2c1
→ nt, -7, -4, 10, -0.8, -1, -1, 30, -2
- O=C(N/N=C/c1ccco1)C12CC3CC(CC(C3)C1)C2
→ i, -3, 6, 1, 0.7, 3, -2, 0, 2
- Cc1ccc(C(=O)O)cc1NC(=S)NC(=O)c1ccc(-c2ccccc2)cc1
→ i, 5, -2, -2, -0.3, 8, 8, 6, -1
- Cc1nn(Cc2c(Cl)cccc2Cl)c(Cl)c1/C=C/C(=O)OCC(=O)NCC(F)(F)F
→ i, 0, 3, 4, 1.0, 4, -3, -5, 2
- CC(Oc1cccc(Br)c1)C(=O)NNC(=O)c1ccccn1 (centres undefined)
→ i, 8, 13, -1, nt, 10, 1, -6, -4
- O=S(=O)(N/N=C\c1cccnc1)c1ccccc1
→ i, 10, -3, 2, 1.2, -3, 0, -10, 0
- Fc1ccc(C2=Nn3c(Cc4ccccc4)nnc3SC2)cc1
→ i, 5, 9, 8, 1.6, -1, -1, 0, -3
- COc1ccc(NC2=C(C(C)=O)C(c3ccc(N(C)C)cc3)C(C(C)=O)C(C)(O)C2)cc1 (centres undefined)
→ i, 8, 3, -6, -1.5, -3, -2, 2, 0
- Cc1ccc(NC(=O)CN2CCC(Cc3ccccc3)CC2)cc1S(=O)(=O)N(C)C
→ i, -1, 5, 6, 2.7, 1, 2, 23, 1
- O=C1CC2C(CC(OC(=O)c3ccc(-c4ccccc4)cc3)C2CO)O1 (centres undefined)
→ i, -6, 9, 5, -1.1, 6, -4, -1, 0
- CCc1ccc2[nH]c(C(=O)Nc3ccc(F)cc3Br)cc2c1
→ i, -3, 10, -11, 0.6, -4, 1, -2, -3
- CC(C)(C)c1cc(C(=O)N/N=C/c2ccc(-c3ccccc3[N+](=O)[O-])o2)n[nH]1
→ i, 25*, 12, 20, 1.1, -12, 1, 5, -1
- N#CC1=C(Nc2ccccc2)SC=C(c2ccccc2)N=C1N1CCOCC1
→ i, -2, -7, 1, 0.5, -2, 1, -6, -2
- CN(C)c1ccc(/C=N/NC(=O)c2cc(-c3ccc4c(c3)OCO4)n[nH]2)cc1
→ i, -62, 7, -50, 2.3, -3, -2, -14, -6
- COc1cc(C2OCC3C(c4cc(OC)c(OC)c(OC)c4)OCC23)cc(OC)c1OC (centres undefined)
→ i, -4, 10, 9, -0.4, -2, 0, -1, -3
- O=C(O)c1ccc(CSc2nnc(COc3ccc(Cl)cc3Cl)o2)cc1
→ i, -6, 5, -12, -0.2, 1, 0, -4, -2
- O=C1NCC(COCC2CC=CCC2)O1 (centres undefined)
→ i, 2, -8, -2, 2.0, -3, -5, -8, -12
- COc1ccc(C2C(C(=O)Nc3ccccc3OC)=C(C)Nc3nnnn32)c(OC)c1 (centres undefined)
→ i, 14, -1, 15, 0.6, -5, 2, 3, 4
- COC(=O)c1ccc(C)c(NC(=O)CCSc2ccc(Cl)cc2)c1
→ i, -16, -6, -2, 1.0, -1, -2, -1, -10
- C#CCNC(=O)C[C@@H]1C[C@@]2(C(=O)OCC)CCC=C2N(Cc2ccc3c(c2)OCO3)C1=O
→ i, 8, 8, -17, 0.2, 2, nt, -5, -3
- O=c1/c(=C/c2ccc(O)cc2)sc2n1CCCN=2
→ i, 1, 7, 3, 3.0, -5, -3, -8, -2
- CC(CCc1ccccc1)NCc1cccc2ccccc12 (centres undefined)
→ i, -8, -11, -1, 0.8, -1, -1, 2, -6
- O=C(Nc1ccc(F)c(Cl)c1)[C@@H]1O[C@H](CO)[C@H](O)[C@H](O)[C@H]1O
→ i, 11, 19, 1, 2.0, 4, -4, -7, 2
- COc1ccc2cc(C3=CCCCC3)ncc2c1
→ nt, 2, 5, -4, -0.7, -5, -2, 5, -2
- CCCCNC(=O)C1(C)CCCCN1C(=O)c1cncc(Br)c1 (centres undefined)
→ i, 2, 11, -3, 1.4, 3, 2, -4, -2
- O=C(Cn1c(=O)oc2cc(S(=O)(=O)N3CCc4ccccc43)ccc21)NC1CCCC1
→ i, 0, 1, -2, 0.5, -2, 0, 8, -1
- COc1cccc(C(=O)Nc2cccc(SC)c2)c1
→ i, -6, 0, -4, 0.5, -1, 6.3*, 4, -2
- COc1cccc(N2CCN(c3nc(-c4ccccc4C)cc(=O)[nH]3)CC2)c1
→ i, 5, -10, -6, -0.2, 7, 1, 7, -9
- CCc1nc2c(OCc3cccc(Cl)c3)cccn2c1N(C)C(=O)C(C)C
→ i, 0, 14, 8, nt, -1, -2, -1, 5
- CCOC(=O)c1c(C)[nH]c(C(=O)CSc2nnc(-c3ccncc3)n2CC)c1C
→ i, -1, 2, -4, 0.7, -6, -3, -11, -10
- CCN(C)C1CN(Cc2cn(Cc3cccc(Cl)c3)nn2)S(=O)(=O)C1 (centres undefined)
→ i, -1, -14, 8, -0.5, 3, nt, -13, -3
- CC(C)COc1ccc(-c2cc(C(=O)NN)[nH]n2)cc1
→ i, -6, 3, -4, 1.6, -2, 1, -1, -10

# Ordered by the number under NRP1-CendR mod (descending): some entries from above.
canonical_smiles	NRP1-CendR mod
Cc1ccc(NC2=C(Cl)C(=O)OC2OC(=O)c2ccccc2)c(C)c1 (centres undefined)	4
COC(=O)c1ccc(C)c(NC(=O)CCSc2ccc(Cl)cc2)c1	-2
CCOC(=O)c1c(C)[nH]c(C(=O)CSc2nnc(-c3ccncc3)n2CC)c1C	-4

# More results.
# Order of values – Neddyl block, eLon inh, SKN-1 block, NRP1-CendR mod, MsrA inhibitor, MT1-MMP act inh, Rin1 Abl inh, FAS-TE inh, bovine MsrA act
- COCCn1ccc2c(OCC(=O)NCCc3ccc(OC)c(OC)c3)cccc2c1=O
→ i, -19, -3, 0, 1.0, 3, 1, -7, -5
- Cc1ccc(S(=O)(=O)N2CCN(C(=O)COC(=O)COc3ccc(Cl)c(C)c3)CC2)c(C)c1
→ i, -5, -9, 7, 0.1, 5, 1, 28, -11
- CN(C)S(=O)(=O)c1ccc(C(=O)NCc2nnc(SCC(=O)N3CCCCCC3)o2)cc1
→ i, 4, 16, 4, 0.2, 1, 1, -3, -1
- NC(=O)C1CCN(C(=O)CNC(=O)c2ccc(Br)o2)CC1
→ i, 4, 2, 3, -0.7, -1, 3, -5, -7
- O=C(CSc1ncccc1C(=O)O)c1ccc2ccccc2c1
→ i, -1, 3, -9, 0.7, 1, 2, -6, 5
- COc1cccc(CNC(=O)Cn2cc([N+](=O)[O-])cn2)c1
→ i, -2, -2, 7, 0.0, 2, 2, 10, -4
- CC(=O)Nc1ccc2nc(N)sc2c1
→ i, -13, 3, -7, -0.7, 0, -5, -7, -1
- COc1ccc(Cc2c(-c3cccc(Cl)c3)nc3ccc(C)cn23)c(C)c1
→ i, -15, 25, -23, 0.2, -7, 7, 3, -3
- O=C(O)/C=C\C(=O)NCc1cccnc1
→ i, 6, -9, -18, -0.2, -3, 2, -10, -11
- Cn1c(=O)c2c(nc(NCC3CCCO3)n2Cc2ccccc2)n(C)c1=O (centres undefined)
→ i, 6, -8, 4, 0.4, 3, -4, -3, 0
- C[C@@H]1CC=C[C@H]2[C@H]1C(=O)N(Cc1ccccc1)[C@H]2c1ccc2ccccc2c1/C=C/c1ccccc1
→ nt, 1, 2, 6, -0.6, -9, 5, 29, -3
- CC(C)Cc1nnc(NC(=O)CCC(=O)N2CCC(C)CC2)s1
→ i, -6, 3, -1, 1.8, 1, 1, -5, -1
- COc1cc(NC(=O)c2cccnc2)ccc1NC(=O)c1ccccc1Cl
→ i, 2, -3, 3, 1.0, -1, 3, 0, 1

# Screening results (PubChem)

# Compounds were not picked by outcome; about 4.2% have a hit in one of these screens.
